Screening data: PubChem, National Center for Advancing Translational Sciences (NCATS)
GALK inh – inhibitors of human galactokinase; P51570; AID 1868; 270,000 compounds, 0.007% hits; Potency, µM (titrated, usually from 57.5 µM), for the others: at the highest dose activity change, negative = inhibition, actives largely listed as inhibitors; Purified GALK, Kinase-Glo residual ATP luminescence; note: potency is the fitted concentration of half-maximal effect; % is set by controls: 0 for no effect and ±100 for the full control effect
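The enzyme phosphorylates galactose (100 uM) using ATP (35 uM); inhibition is detected as higher residual ATP, quantified by bioluminescence after 1 h reaction at room temperature, pH 8.0.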
MLL CXXC-DNA inh – MLL CXXC-DNA interaction inhibition; Q03164; MLL-CXXC / FITC-HOXA9 DNA fluorescence polarization; Potency, µM (titrated, usually from 115 µM), inactives show top-dose activity change, negative = inhibition, hits mostly inhibitors; 290,000 compounds, 0.037% hits; AID 2662; active = well fitted inhibition curve with a large enough effect in the polarisation, with a control signal flat, not every such curve was filed as active; inconclusive = small, poorly fitted or top-dose-only effect, or effect the other way, or a change in a side signal; inactive = no such curve, though single readings can be large or run the other way; the % refers to the polarisation; note: potency is the fitted concentration of half-maximal effect
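Fluorescence polarization: 7 uM MLL-CXXC (stock) preincubated 5 min with compounds, then 50 nM fluorescein-HOX-A9 DNA (stock) added; 30 min ambient. Buffer 50 mM Tris-HCl pH 7.5, 50 mM NaCl, 1 mM DTT, 0.05% BSA.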
FBPA coupling cs – coupling enzyme interference in Giardia aldolase counter-screen; coupling enzyme system counterscreen, AmpLite Red fluorescence; activity change, negative = inhibition, % at 58.2 µM, hits read low; 290,000 compounds, 0.67% hits; AID 2472; in the data active = activity change below about -30%; note: % is set by controls: 0 for no effect and ±100 for the full control effect
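Counterscreen lacking aldolase: glyceraldehyde-3-phosphate coupling-enzyme reagent preincubated 10 min at RT with compound (at 57.5 uM final), then substrate/coupling system with AmpLite Red added; fluorescence read at 525/598 nm after 20 min RT.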
hERG WT inh – inhibitors of human wildtype KCNH2 potassium channel; activity change, % at 1.84 µM; Q12809; 340,000 compounds, 0.37% hits; U2OS, BacMam KCNH2, thallium flux FluxOr; hits give low values;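 active = maximum activity change below -70%; inconclusive = maximum activity change between -70% and -50%; inactive = maximum activity change above -50%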; note: % is set by controls: 0 for no effect and ±100 for the full control effect
Target sequence (Q12809 whole entry, looked up): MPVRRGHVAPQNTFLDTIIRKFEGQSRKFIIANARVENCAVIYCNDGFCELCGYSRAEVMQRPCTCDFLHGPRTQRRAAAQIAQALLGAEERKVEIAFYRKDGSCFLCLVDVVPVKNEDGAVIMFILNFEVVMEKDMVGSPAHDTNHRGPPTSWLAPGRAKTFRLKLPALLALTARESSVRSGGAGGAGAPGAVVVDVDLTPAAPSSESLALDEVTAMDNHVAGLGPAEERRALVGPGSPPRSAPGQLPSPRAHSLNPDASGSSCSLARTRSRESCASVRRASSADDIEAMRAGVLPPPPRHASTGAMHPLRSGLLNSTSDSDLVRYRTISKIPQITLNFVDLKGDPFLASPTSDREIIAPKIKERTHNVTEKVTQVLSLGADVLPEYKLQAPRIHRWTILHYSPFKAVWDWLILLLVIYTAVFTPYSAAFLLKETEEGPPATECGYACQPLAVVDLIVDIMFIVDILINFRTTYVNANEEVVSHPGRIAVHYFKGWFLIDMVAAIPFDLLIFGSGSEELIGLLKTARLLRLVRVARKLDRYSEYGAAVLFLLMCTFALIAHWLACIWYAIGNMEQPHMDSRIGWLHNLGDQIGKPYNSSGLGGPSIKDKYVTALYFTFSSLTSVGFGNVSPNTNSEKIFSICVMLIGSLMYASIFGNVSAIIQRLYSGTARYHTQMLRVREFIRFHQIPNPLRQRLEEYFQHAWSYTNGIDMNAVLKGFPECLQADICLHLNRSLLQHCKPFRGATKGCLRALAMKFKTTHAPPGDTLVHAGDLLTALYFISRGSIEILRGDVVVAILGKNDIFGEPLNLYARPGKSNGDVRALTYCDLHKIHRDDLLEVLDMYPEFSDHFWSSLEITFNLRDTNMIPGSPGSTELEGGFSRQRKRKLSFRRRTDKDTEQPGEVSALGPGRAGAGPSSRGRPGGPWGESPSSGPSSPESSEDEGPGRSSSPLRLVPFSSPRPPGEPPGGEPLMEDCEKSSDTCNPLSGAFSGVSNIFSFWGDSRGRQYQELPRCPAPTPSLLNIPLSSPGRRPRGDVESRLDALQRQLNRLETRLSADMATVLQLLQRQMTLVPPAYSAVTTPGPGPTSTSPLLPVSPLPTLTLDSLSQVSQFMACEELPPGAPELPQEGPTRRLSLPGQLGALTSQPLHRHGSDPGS
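U2OS cells transduced with wild-type KCNH2 virus are loaded with FluxOr dye for 45 min, and thallium flux is measured in kinetic reads before and after stimulation buffer. Rate constants are normalized to DMSO controls.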
A-T KAP1 phos – potential ataxia-telangiectasia treatment | […] A-T fibroblasts, KAP-1 phosphorylation AlphaLISA; neocarzinostatin DNA damage 30 min before lysis | Potency, µM (series often up to 57.5 µM), without a hit: at the top dose activation, most hits filed as activators | 320,000 compounds, 0.19% hits; note: potency is the fitted concentration of half-maximal effect; % of control where 0% means no effect; nearly all actives have a fitted effect of over 45% in size
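ATM-like activity read as KAP-1 phosphorylation via AlphaLISA donor/acceptor antibody pairs after lysis and 6 hr at 25C. Cells were ATM-null patient fibroblasts ([…], hTERT), dosed 60 min, then exposed to the DSB inducer NCS for 30 min.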
MBNL1 CUG block – blocks human MBNL1 binding to CUG repeat RNA | Q9NR56 | TR-FRET MBNL1-His/biotin-(CUG)12 binding, 665/545 ratio | Potency, µM (doses to about 57.5 µM), without a hit: top-dose activity change, negative = inhibition, actives largely listed as inhibitors | 280,000 compounds, 0.036% hits | AID 2675; active = well fitted inhibition curve with a large enough effect in the signal ratio, with a control signal flat, not every such curve was filed as active; inconclusive = small, poorly fitted or top-dose-only effect, or effect the other way, or a change in a side signal; inactive = no such curve, though single readings can be large or run the other way; the % refers to the signal ratio; note: potency is the fitted concentration of half-maximal effect; % is set by controls: 0 for no effect and ±100 for the full control effect
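Inhibition of protein-RNA binding appears as loss of TR-FRET between terbium anti-His antibody on MBNL1-His and streptavidin-XL665 on biotin-(CUG)12. Activity is normalized to buffer-only and uninhibited-complex controls.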
KCNH2 3.1 inh – KCNH2 3.1 (human) potassium channel inhibition | activity change, % (tested at about 1.8 µM) | U2OS KCNH2 3.1, thallium flux FluxOr; hits give low values | 340,000 compounds, 0.95% hits | AID 720553;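 active = maximum activity change below -70%; inconclusive = maximum activity change from -70% to -50%; inactive = maximum activity change above -50%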;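 note: thallium influx rate constant from kinetic fluorescence after stimulation buffer; % is set by controls: 0 for no effect and ±100 for the full control effect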
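Channel expression came from 3.1 mutant virus (1.77 x 10^8 /mL) applied to suspended U2OS cells for 4 h. Flux was tracked with FluxOr dye plus Red40 quencher, and kinetic rate constants normalized to controls.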
TRPV1 ag – agonists of human vanilloid receptor 1 (TRPV1). TRPV1-expressing cells, Fluo-8 calcium influx, agonist mode. activation, % at 8.33 µM. 320,000 compounds, 0.19% hits. AID 540275; in the data active = activation above about 80%; inconclusive = between about 30% and that limit; note: 0% is about no effect
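TRPV1-expressing cells were cultured overnight at 35.5C and loaded with Fluo-8 calcium dye for 40 to 90 min at room temperature. After a 10 s baseline, compound was added and calcium influx was read kinetically for 3 min (ex 480/em 520 nm).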
S-ASM inh – blocks human secretory acid sphingomyelinase | placental ASM, HMU-PC fluorogenic substrate, 60 min | Potency, µM (doses to about 57.5 µM), without a hit: at the top dose activity change, negative = inhibition, most hits filed as inhibitors | 340,000 compounds, 0.006% hits | AID 504937; note: potency is the fitted concentration of half-maximal effect
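HMU-PC0 cleavage (9 uM final) by human placental ASM, 60 min at 37 °C following 10 min compound exposure at RT; stopped at pH 10, fluorescence Ex 386/Em 447 nm.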
Integrin act MD – integrin-mediated muscular dystrophy alleviation activation; alpha7betagal myoblasts, beta-gal FDG fluorescence, 48 h; Potency, µM (series often up to 38.3 µM), for the others: at the highest dose activation, actives largely listed as activators; 350,000 compounds, 0.064% hits; AID 624291;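 note: potency is the fitted concentration of half-maximal effect; 100% = response of the positive control SU9516; nearly all actives have a fitted effect of over 60% in size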
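alpha7betagal+/- myoblasts (passage 13, 250/well) treated 48 h at 37C with compounds at 1:260 dilution of DMSO stock. Lysed, then beta-galactosidase activity read as FDG fluorescence (ex 480/em 540) after 30 min, with pre-read for autofluorescence.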
* marks the source's active call; other numbers are inactive results; ? = inconclusive; / = no result given; & = joins results of further samples; [ ] = another dose, or the depositor's remark. Unless noted, calls come from the whole dose curve; as a rule, active = well fitted curve in the direction sought with a large enough effect; inconclusive = small, poorly fitted or top-dose-only effect, or another doubt; inactive = no such curve, though single readings can be large; an effect the other way counts as inactive or inconclusive.

SMILES | GALK inh | MLL CXXC-DNA inh | FBPA coupling cs | hERG WT inh | A-T KAP1 phos | MBNL1 CUG block | KCNH2 3.1 inh | TRPV1 ag | S-ASM inh | Integrin act MD
CC(NC(=O)COC(=O)c1cc(S(=O)(=O)N2CCOCC2)ccc1F)c1ccccc1 (stereo not given) | / | / | / | -2 | -9% | / | 22 | / | 9% | -13%
Cc1ccccc1C(=O)c1cccn1CC(=O)NCc1ccccc1 | -1% | -2% | 1 | -4 | 4% | -5% | 7 | 17 | 2% | 7%
CS(=O)(=O)c1cccc(NC(=O)c2ccc(Cl)c(Cl)c2)c1 | 2% | -11% | -3 | 6 | 3% | 2% | -4 | 18 | -5% | 10%
COc1cccc(/C=C2\SC(=S)N(CCC(=O)N3CCCCC3)C2=O)c1 | -6% | -4% | 2 | 1 | -1% | -1% | 3 | -2 | 2% | -31%
CCc1cc2cccc(C)c2nc1SCC(=O)Nc1nonc1C | 0% | -9% | -1 | 1 | -6%[11.5 µM] | 8% | -10 | 0 | 2% | 29%
COC(=O)c1ccc(O)c(Sc2cc(C(=O)OC)ccc2O)c1 | -2% | 14% | 7 | 12 | -10% | -8% | 1 | -3 | -1% | 40%
CC(O)[C@H](NC(=O)C1(c2ccccc2)CCN(C(=O)OC(C)(C)C)CC1)C(=O)O (stereo not given in full) | 0% | 1% | 0 | -15 | -1% | 0% | -1 | 12 | 5% | -14%
CCCOc1ccc(CCC(=O)N/N=C/c2ccc([N+](=O)[O-])o2)cc1 | -1% | 1% | 1 | -10 | -1% | / | -27 | 24 | -6% | -6%
O=C(C1CCC1)N1CCN(S(=O)(=O)c2ccc(Br)cc2Cl)CC1 | / | / | / | 14 | -2% | / | -15 | 27 | 1% | -3%
C=CCc1cc(C)cc(C)c1OCCn1cncn1 | -2% | -1% | 2 | 0 | 0% | -9% | -7 | 2 | -3% | -25%
CN1CCN(CC(=O)N2c3ccccc3C(=O)Nc3cccnc32)CC1 | / | 0%&-4% | 3&1&-1&1 | / | -7% | 4% | / | 1 | / | /
CC(C)CC(NC(=O)c1cccs1)c1nnc(SCc2ccc(Cl)c(Cl)c2)n1C (stereo not given) | 0% | 12% | 1 | -2 | 7% | -21% | -30 | -7 | -12% | -2%
C(=N\c1nccs1)/c1c[nH]c2ccccc12 | -4% | -3% | -12 | 8 | / | 27% | -10 | -2 | 1% | -1%
Cc1c(NC(=O)COC(=O)c2ncc(Cl)c(Cl)c2Cl)c(=O)n(-c2ccccc2)n1C | / | / | / | 2 | -9% | / | -18 | 1 | 5% | -27%
Cc1cc(C)c(C)c(S(=O)(=O)NNC(=O)c2cccc(S(=O)(=O)N3CCOCC3)c2)c1C | 0% | 4% | 0 | -12 | 0% | / | -15 | 5 | -6% | 7%
COC(=O)C(C)(C(=O)OC)c1ccc(C(F)(F)F)cc1[N+](=O)[O-] | 0% | 4% | 2 | -4 | 3% | 12% | 0 | 3 | -3% | 4%
Cc1nn(-c2ccccc2)c(Cl)c1/C=N\NC(=O)c1cncc(Br)c1 | 1% | -2% | 1 | -33 | -1% | -2% | 8 | -4 | 1% | -3%
O=C(NNC1=NCCN1Cc1ccccc1)c1cccc(C(F)(F)F)c1 | -1% | 2% | 1 | 2 | 2% | -7% | -14 | 1 | 2% | -11%
CS(=O)(=O)Nc1ccc(C(=O)Nc2ccccc2-c2ccccc2)cc1 | -2% | 1% | -2 | 26 | 6% | 1% | -26 | 1 | 5% | -9%
COc1ccc(Nc2nc(-c3ccccc3F)nc3ccccc23)cc1OC | 1% | 17% | -1 | 2 | 2% | -3% | 0 | 20 | 0% | -59%[inhibitor]
CC(C)(C)n1nc2c(c1NC(=O)Cc1ccccc1)CS(=O)(=O)C2 | -3% | -1% | 1 | 1 | 1% | 1% | 5 | 5 | 4% | -9%
Cc1noc(C)c1S(=O)(=O)N(C)C[C@H]1Oc2ccc(NS(=O)(=O)c3ccccc3)cc2C(=O)N([C@H](C)CO)C[C@@H]1C | / | / | / | -24 | 24% | / | -3 | / | -6% | 7%
Cc1cc(-n2c(C)cc(C(=O)CSc3nnnn3-c3ccccc3)c2C)no1 | 5% | 12% | 1 | 5 | -1% | 11% | -21 | -4 | 0% | -35%
CCOC(=O)c1c(-c2ccc(OC)cc2)csc1NC(=O)COc1ccc2c(C)cc(=O)oc2c1 | 2% | 2% | 3 | -2 | -3% | ? | 8 | 3 | 2% | 7%
CN(C)C(=S)NC(=O)C(c1ccccc1)c1ccccc1 | 5% | 5% | -1 | -1 | 1% | -6% | 9 | -4 | -1% | 15%

Whole records from above.
C=CCc1cc(C)cc(C)c1OCCn1cncn1 as listed: GALK inh: -2%; MLL CXXC-DNA inh: -1%; FBPA coupling cs: 2; hERG WT inh: 0; A-T KAP1 phos: 0%; MBNL1 CUG block: -9%; KCNH2 3.1 inh: -7; TRPV1 ag: 2; S-ASM inh: -3%; Integrin act MD: -25%
CCCOc1ccc(CCC(=O)N/N=C/c2ccc([N+](=O)[O-])o2)cc1 as listed: GALK inh: -1%; MLL CXXC-DNA inh: 1%; FBPA coupling cs: 1; hERG WT inh: -10; A-T KAP1 phos: -1%; MBNL1 CUG block: /; KCNH2 3.1 inh: -27; TRPV1 ag: 24; S-ASM inh: -6%; Integrin act MD: -6%

Back to the main list, repeating the 5 entries before the break.
SMILES | GALK inh | MLL CXXC-DNA inh | FBPA coupling cs | hERG WT inh | A-T KAP1 phos | MBNL1 CUG block | KCNH2 3.1 inh | TRPV1 ag | S-ASM inh | Integrin act MD
CC(C)(C)n1nc2c(c1NC(=O)Cc1ccccc1)CS(=O)(=O)C2 | -3% | -1% | 1 | 1 | 1% | 1% | 5 | 5 | 4% | -9%
Cc1noc(C)c1S(=O)(=O)N(C)C[C@H]1Oc2ccc(NS(=O)(=O)c3ccccc3)cc2C(=O)N([C@H](C)CO)C[C@@H]1C | / | / | / | -24 | 24% | / | -3 | / | -6% | 7%
Cc1cc(-n2c(C)cc(C(=O)CSc3nnnn3-c3ccccc3)c2C)no1 | 5% | 12% | 1 | 5 | -1% | 11% | -21 | -4 | 0% | -35%
CCOC(=O)c1c(-c2ccc(OC)cc2)csc1NC(=O)COc1ccc2c(C)cc(=O)oc2c1 | 2% | 2% | 3 | -2 | -3% | ? | 8 | 3 | 2% | 7%
CN(C)C(=S)NC(=O)C(c1ccccc1)c1ccccc1 | 5% | 5% | -1 | -1 | 1% | -6% | 9 | -4 | -1% | 15%
COc1ccc(CCN2C(=O)CC(NNC(=O)c3ccc(F)cc3)C2=O)cc1OC (stereo not given) | -7% | 15% | 4 | -4 | -7% | ? | 1 | 0 | 1% | -23%
O=C(Nc1ccc(S(=O)(=O)N2CCCCCC2)cc1)c1c(F)cccc1F | 3% | 24% | / | 1 | -1% | -3% | -18 | ? | / | -18%
Cc1cccc(N(Cc2ccccc2)C(=O)c2ccccc2F)c1 | 10% | -10% | 12 | -10 | -9% | -4% | -3 | -1 | -3% | -34%
Cc1ccc(C)c(N2CCN(S(=O)(=O)c3ccc(-c4ccc(=O)[nH]n4)o3)CC2)c1 | 8% | 1% | -1 | / | 10% | 0% | 0 | 24 | 0% | 7%
CCO[C@H]1OC(C(=O)N2CCN(C)CC2)=C[C@@H](c2ccc(Br)cc2)[C@@H]1CCCO | 0% | -13% | 8 | / | 11% | -9% | / | 8 | 4% | 23%
Cc1n[nH]c(=O)c2c(NC(=O)CSc3nncn3C(C)C)oc(C)c12 | / | / | / | -1 | 3% | / | -6 | 1 | 3% | 15%
C[C@H](CO)N1C[C@H](C)[C@@H](CN(C)S(=O)(=O)c2ccccc2)Oc2c(NS(=O)(=O)c3ccc(F)cc3)cccc2C1=O | / | / | / | 4 | 0% | / | 2 | / | 0% | 7%
COc1ccc(-c2[nH]ncc2CN(Cc2nccn2C)C(C)C)c(F)c1 | -3% | -7% | 1 | 23 | -5% | -15% | / | 10 | 0% | 0%
CCOc1cc(N2CCOCC2)c(OCC)cc1NC(=O)C1CC(=O)N(c2ccccc2OCC)C1 (stereo not given) | / | / | / | -12 | -7% | / | -32 | -2 | 3% | -43%
CC1CCCCC1NC(=O)CCNS(=O)(=O)c1ccc(Cl)cc1 (stereo not given) | -4% | -1% | -1 | 1 | 2% | -2% | -7 | 3 | 1% | ?
CCS(=O)(=O)C1=NN2C(=N)/C(=C\c3ccc(OS(=O)(=O)c4ccccc4)c(OC)c3)C(=O)N=C2S1 | -25% | 14% | / | / | 1% | 7% | / | -4 | / | /
COc1ccc(C(=O)N(C)C2CCN(C)CC2)cc1S(=O)(=O)Nc1cc(Cl)ccc1Cl | / | -10% | -2 | 13 | 1% | -15% | 5 | 1 | 1% | 13%

Random draw from the library; overall some 2% were active at least once.
